Anesthetic bind: qHTS Assay for Identification of Novel General Anesthetics; apoferritin/1-aminoanthracene competitive binding, fluorescence; Potency, µM (doses to about 77.5 µM), for inactives: at the top dose activity change, negative = displacement, actives largely listed as inhibitors; actives 0.074% (n = 350,000); also: potency is read from the fitted curve at half-maximal effect; % is scaled to controls: 0 for no effect and ±100 for the full control effect; nearly all actives have a fitted effect of over 20% in size
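Apoferritin-based anesthetic binding model; compound displacement of fluorescent 1-AMA measured as endpoint fluorescence after 10 minutes at room temperature, scaled to free-ligand and complex controls.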
RGS4 inhibitor: Inhibitors of Regulator of G Protein Signaling (RGS) 4: qHTS | Regulator of G-protein signaling 4 (Homo sapiens), P49798 | Transcreener GDP fluorescence polarization, RGS4-accelerated GTP hydrolysis | Potency, µM (highest dose often 114 µM), for inactives: top-dose activity change, negative = inhibition, actives largely listed as inhibitors | actives 0.039% (n = 390,000) | AID 504845, 2011; also: potency is read from the fitted curve at half-maximal effect; % is scaled to controls: 0 for no effect and ±100 for the full control effect; nearly all actives have a fitted effect of over 75% in size; some results filed as inactive show a strong effect at the top dose
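MLSMR compounds (23 nl, pin-transferred) preincubated 10 min at room temperature with a 500nM (2x) first reagent, then RGS4 at 900nM (2x) plus Transcreener GDP mix added; fluorescence polarization (620/688 nm) read before and after 90 min at 30 °C.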
Pol eta inh: qHTS for Inhibitors of Polymerase Eta; DNA polymerase eta (Homo sapiens), Q9Y253; recombinant Pol eta, fluorescent DNA replication assay; Potency, µM (top dose mostly 114 µM), for the others: at the top dose activity change, negative = inhibition, usual class: inhibitors; actives 1.2% (n = 390,000); AID 588591, 2011; also: potency is read from the fitted curve at half-maximal effect; % is scaled to controls: 0 for no effect and ±100 for the full control effect
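Fluorescent replication assay: 50 nM final substrate added after a 15 min room-temperature compound preincubation with 10 nM enzyme. Signal taken at 0 min and again at 10 min.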
12-LOX inh: Primary qHTS assay for inhibitors of human arachidonate 12S-lipoxygenase (ALOX12): Round 2 | Polyunsaturated fatty acid lipoxygenase ALOX12 (Homo sapiens), P18054 | purified 12hLO, xylenol orange hydroperoxide absorbance | Potency, µM (titrated, usually from 108 µM), for inactives: top-dose activity change, negative = inhibition, actives largely listed as inhibitors | actives 1.1% (n = 580,000) | AID 1671190, 2021; also: potency is read from the fitted curve at half-maximal effect; % is scaled to controls: 0 for no effect and ±100 for the full control effect
Target sequence (P18054 whole entry, looked up): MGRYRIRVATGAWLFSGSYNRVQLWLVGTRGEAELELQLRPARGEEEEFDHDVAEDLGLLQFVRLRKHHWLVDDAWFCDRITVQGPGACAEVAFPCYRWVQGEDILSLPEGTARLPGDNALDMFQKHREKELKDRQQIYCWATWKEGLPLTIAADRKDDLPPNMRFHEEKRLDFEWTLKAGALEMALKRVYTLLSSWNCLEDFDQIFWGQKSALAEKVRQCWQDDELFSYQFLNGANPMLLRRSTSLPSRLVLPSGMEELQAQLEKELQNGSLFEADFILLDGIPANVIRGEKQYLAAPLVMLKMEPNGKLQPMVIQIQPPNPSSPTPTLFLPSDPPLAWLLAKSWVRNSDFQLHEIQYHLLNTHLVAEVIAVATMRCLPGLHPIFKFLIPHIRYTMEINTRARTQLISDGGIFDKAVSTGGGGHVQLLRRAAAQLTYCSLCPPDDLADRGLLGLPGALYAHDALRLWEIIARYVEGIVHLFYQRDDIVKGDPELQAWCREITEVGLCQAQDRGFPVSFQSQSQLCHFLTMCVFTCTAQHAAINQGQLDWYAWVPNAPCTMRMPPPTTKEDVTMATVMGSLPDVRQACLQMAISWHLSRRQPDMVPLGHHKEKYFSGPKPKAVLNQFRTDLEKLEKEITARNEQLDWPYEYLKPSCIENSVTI
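Purified human 12hLO (150 nM final) in 25 mM Hepes, 0.01% Triton X-100, pH 7.0 was preincubated 15 min at room temperature with compound. Then 40 uM arachidonic acid was added, 30 min. Hydroperoxide was read by Fe-XO absorbance ratio 573/405 nm.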
LDHA inh: qHTS assay for inhibitors of human lactate dehydrogenase; L-lactate dehydrogenase A chain (Homo sapiens), P00338; purified LDHA, NADH/diaphorase-resazurin fluorescence; stronger effect = lower value; activity change, % (values are at about 110 or 230 µM); actives 0.15% (n = 480,000); AID 1347041, 2019; in the data active = activity change below about -30%; inconclusive = mostly about -25% to -30%;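 also: plate controls were DMSO wells for no effect and wells without enzyme for full effect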
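Remaining NADH was detected by diaphorase (0.133 mg/mL) converting 37 µM resazurin to fluorescent resorufin, read at 0 and 20 minutes. The preceding 5-minute room-temperature reaction used 2 nM LDHA, 0.2 mM sodium pyruvate and 0.06 mM NADH at pH 7.4.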
ERG-DNA inh: qHTS for Small Molecule Inhibitors of the ERG Ets/DNA interaction. Transcriptional regulator ERG (Homo sapiens), P11308. fluorescence polarization, His-ERG Ets domain / labelled DNA. Potency, µM (top dose mostly 76.9 µM), for inactives: at the top dose FP activity, negative = inhibition, usual class: inhibitors. actives 0.028% (n = 370,000). AID 624246, 2012; active = well fitted inhibition curve with a large enough effect in the polarisation, with a control signal flat; inconclusive = small, poorly fitted or top-dose-only effect, or effect the other way, or a change in a side signal; inactive = no such curve, though single readings can be large or run the other way; the % refers to the polarisation;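 also: polarization taken with two DNA probes labelled with fluorescein and Texas red; potency is read from the fitted curve at half-maximal effect; % of control where 0% means no effect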
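His-tagged ERG Ets domain (1 uM in the protein solution; 300mM KCl, 50mM Tris-HCl, 1mM EDTA, 1mM DTT, pH 7.5) received compound, then a probe mix of 5 nM fluorescein-DNA and 100nM Texas-615-DNA. Fluorescence polarization was read for both dyes.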
POLK inh: qHTS for Inhibitors of Polymerase Kappa; DNA polymerase kappa (Homo sapiens), Q9UBT6; AID 588579, 2011; Potency, µM (titrated, usually from 107 µM), for the others: at the top dose activity, negative = inhibition, most hits filed as inhibitors; actives 0.53% (n = 400,000); purified Pol kappa, fluorescent DNA synthesis assay, 10 min; also: potency is read from the fitted curve at half-maximal effect; % is scaled to controls: 0 for no effect and ±100 for the full control effect
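First, compounds were pin-transferred onto 10 nM Pol kappa. After 15 min at room temperature, substrate was added to 50 nM final. Fluorescence was then measured kinetically at 0 and 10 min.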
Pol beta inh: qHTS Assay for Inhibitors of DNA Polymerase Beta; P06746; Pol beta primer extension/strand displacement, fluorescence kinetic; Potency, µM (titrated, usually from 114 µM), for the others: at the highest dose activity change, negative = inhibition, actives largely listed as inhibitors; actives 1.3% (n = 340,000); also: potency is read from the fitted curve at half-maximal effect; % is scaled to controls: 0 for no effect and ±100 for the full control effect
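Kinetic readout of DNA synthesis with strand displacement by Pol beta. Compound and 10 nM enzyme sit 15 min at room temperature; 50 nM substrate starts the reaction, read immediately and at 10 min.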
APEX1 inh: qHTS Assay for Inhibitors of the Human Apurinic/apyrimidinic Endonuclease 1 (APE1). DNA repair nuclease/redox regulator APEX1 (Homo sapiens), P27695. recombinant APE1, TAMRA/BHQ-2 abasic DNA cleavage fluorescence. Potency, µM (series often up to 65.8 µM), inactives show at the highest dose activity change, negative = inhibition, usual class: inhibitors. actives 0.35% (n = 350,000). AID 2517, 2012;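 also: potency is read from the fitted curve at half-maximal effect; plate controls were vehicle for no effect and reference inhibitor for full effect; nearly all actives have a fitted effect of over 55% in size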
Target sequence (P27695 whole entry, looked up): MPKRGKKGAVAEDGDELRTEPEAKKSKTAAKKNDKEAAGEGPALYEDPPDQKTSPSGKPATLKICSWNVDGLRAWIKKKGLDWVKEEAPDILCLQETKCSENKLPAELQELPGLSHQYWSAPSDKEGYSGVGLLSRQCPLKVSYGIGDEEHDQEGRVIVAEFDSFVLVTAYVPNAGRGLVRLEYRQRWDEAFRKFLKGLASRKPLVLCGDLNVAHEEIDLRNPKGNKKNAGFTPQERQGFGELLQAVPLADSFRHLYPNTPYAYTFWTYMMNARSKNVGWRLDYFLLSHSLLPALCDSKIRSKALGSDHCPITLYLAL
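Compound pre-exposure to 0.75 nM APE1, 15 min at ambient temperature. Reaction initiated with 50 nM TAMRA/BHQ-2 THF substrate, read immediately in kinetic mode, 525 nm excitation, 598 nm emission.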
An asterisk follows results filed as active; ? = inconclusive; . = not tested or not shown; & = joins results of further samples; [ ] = remark or other dose. Unless noted, calls follow the shape of the dose curve; as a rule, active = well fitted curve in the direction sought with a large enough effect; inconclusive = small, poorly fitted or top-dose-only effect, or another doubt; inactive = no such curve, though single readings can be large; an effect the other way counts as inactive or inconclusive. Only part of the results is shown, so the mix of outcomes need not match the whole.

SMILES,12-LOX inh,Pol eta inh,POLK inh,ERG-DNA inh,LDHA inh,Pol beta inh,Anesthetic bind,RGS4 inhibitor,APEX1 inh
CN(C)c1cc[n+](CC(=O)Nc2ccc(OC(F)F)cc2)cc1,?,-1%,-2%,11%,-13,20%,8%,3%,1%
COc1ccc(OC)c(NC(=S)NCCCN2CCOCC2)c1,-16%,-1%,-1%,10%,-10,6%,1%,13%,4%
O=C(OCC(=O)N1CCOCC1)c1ccccc1Br,-8%,-13%,-5%,-5%,-2,30%,-7%,-8%,19%
O=C(COc1cccc2cccnc12)N/N=C1\SCC(=O)N1Cc1ccccc1,?,-4%,3%,-7%,-4,0%,-14%,-3%,3%
Cc1c(-n2c(-c3ccccc3)nc3ccccc3c2=O)c(=O)n(-c2ccccc2)n1C,12%,-22%,-12%,-4%,-4,-15%,-2%,0%,-1%
Cc1cc(O)c(C(c2ccccc2)N2CCN(c3ccccc3)CC2)c(=O)n1Cc1ccco1 (centres undefined),?,-20%,-6%[60.1 µM],-6%,-7,18%,-2%,-9%,.
CC(=O)C(C(C)=O)c1cc(NS(=O)(=O)c2ccccc2)ccc1NS(=O)(=O)c1ccccc1,-3%,8%,-13%,7%,6,1%,-9%,12%,25%
Cc1ccc2oc(C(=O)N3CCC(O)(c4cccc(C(F)(F)F)c4)CC3)c(C)c2c1,-15%,-21%,-11%,-5%,2,-17%,9%,2%,-16%
O=C(N/C(=C/c1cccnc1)C(=O)N1CCOCC1)c1ccco1,0%,-6%,1%,-1%,-4,3%,4%,-9%,-4%
CCC(OC(=O)C(C)N1C(=O)C(=O)c2ccccc21)C(=O)Nc1ccccc1OC (centres undefined),-5%,-21%,-5%,1%,17,0%,-13%,-12%,0%
Cc1cc(C)n2nc(C(=O)N3CCN(Cc4ccc5c(c4)OCO5)CC3)nc2n1,-1%,?,-27%,-8%,-2,-30%,-3%,25%,5%
CC1(C)CC(=O)c2cc(OCC(=O)N3CCCCCC3)ccc2O1,0%,-2%,-2%,1%,0,22%,287%[activator],9%,13%
CC(=N\Nc1ccccc1)/C(=N/O)C(=O)Nc1ccccc1,2%,-18%,-13%,1%,-8,6%,-16%,-3%,-2%
COc1cccc(NC(=S)N(Cc2ccc(C)cc2)Cc2ccccn2)c1,-11%,-13%,0%,2%,-14,-2%,-3%,7%,-3%
Oc1cccc(C(O)CNCc2ccc(-c3ccccc3)cc2)c1 (centres undefined),?,-11%,-2%,-17%,-3,3%,?,-5%,0%
O=C(NCC1CCCCC1)C12CN(Cc3ccccc3)CC1C(c1cccc([N+](=O)[O-])c1)=NO2 (centres undefined),1%,-14%,10%,11%,0,0%,-16%,-18%,-5%
COc1ccc(C(C)=O)cc1COC(=O)c1c(C)noc1C,0%,-2%,-8%,0%,6,4%,-13%,-5%,?
Cc1cc(C)cc(CC2CC(=O)N(c3ccc([N+](=O)[O-])cc3)C2=O)c1 (centres undefined),8%,-2%,-15%,8%,-4,29%,-10%,15%,6%
CCn1c(=O)c(=O)[nH]c2cc(C(=O)N3CCN(Cc4ccc5c(c4)OCO5)CC3)ccc21,0%,-15%,-13%,12%,-2,18%,-3%,32%,9%
CC1CCN(C(=O)COC(=O)/C=C/c2ccc([N+](=O)[O-])cc2)CC1,1%,-6%,1%,6%,-2,.,.,2%,6%
C/C(N)=C(/C#N)C(=O)CSc1nnc(Nc2cccc(C)c2)s1,-13%,20µM*,?,17%&8%,5&-5,40µM*,-12%,-10%&-13%,?
CC(=O)Nc1cc2cc(NS(=O)(=O)c3ccc(C)cc3)ccc2oc1=O,163%[activator],7%,-23%,14%,-6,37%,-11%,13%,2%
COc1cccc(CNc2nc(SC)ncc2CO)c1,12%,-12%,?,1%,-7,26%,-2%,-3%,5%
COc1cccc(-n2c(SCc3c(C)noc3C)nnc2-c2cccc(S(=O)(=O)N(C)C)c2)c1,-18%,-14%,-5%,-11%,-7,10%,-20%,-31%,-5%
COc1ccccc1N1CCN(C(=O)c2cc3ccc4ccc(C)[nH]c4c3n2)CC1,8%,-25%,-7%,-3%,6,3%,-1%,-4%,.
CCOC(=O)c1c(NC(=O)CCS(=O)(=O)c2ccccc2)sc2c1CCN(C(C)C)C2,463%[activator],-22%,1%,10%,0,2%,-23%,15%,5%
Cc1ccc(CNC(=O)C2CCCN2C(=O)Nc2ccc(F)cc2)cc1 (centres undefined),-9%,-15%,7%,14%,0,0%,-5%,-10%,2%
Cc1ccc(-c2cnco2)cc1,127%[activator],-8%,7%,1%,-3,-21%,-14%,-7%,1%
CCc1ccccc1NC(=O)NC1CCCCCCC1,-4%,-10%,-3%,-6%,-3,-1%,-18%,22%,-6%
c1ccc2c(-c3ccncc3)c[nH]c2c1,96%[activator],-17%,-12%,-12%,-9,-2%,-11%,-2%,-2%
COc1ccc(-c2cc(C)no2)cc1S(=O)(=O)NCCc1ccco1,-26%,-5%,-20%,7%,-3,10%,-13%,5%[11.4 µM],-9%
Cc1ccc(NC(=O)c2ccccc2NC(=O)Cc2ccccc2)cc1,-5%,-26%,-10%,2%,-11,-10%,?,-21%,3%
Cc1ccc(Cn2nnc3c(=O)[nH]c(C4CCN(S(=O)(=O)c5ccccc5F)CC4)nc32)cc1,2%,-19%,-2%,-2%,-4,2%,-16%,-32%,15%
O=C(COC(=O)c1n[nH]c(=O)c2ccccc12)Nc1cccc(S(=O)(=O)N2CCOCC2)c1,3%,-1%,7%,8%,-2,.,.,-3%,.
CC(=O)Nc1ccc(C)cc1-c1nc2ccccc2n(Cc2cccc(Br)c2)c1=O,0%,-17%,-3%,0%,1,-9%,-8%,-2%,.
CCCCOc1ccc(NC(=O)CN2CCN(Cc3ccccc3)CC2)cc1,14%,-7%,-3%,2%,-1,2%,?,4%,2%
COc1ccc(-n2c(Cc3cccn3C)nnc2SCC(=O)Nc2cccc(Cl)c2)cc1,410%[activator],-19%,-13%,-10%,1,-3%,1%,-26%,12%
Oc1ccccc1/C=N/[n+]1ccccc1,12%,-14%,6%,0%,-9,-6%,-7%,-34%,5%
CCCC(NCC(=O)Nc1ccccc1C(=O)NC1CC1)c1ccccc1 (centres undefined),-13%,-12%,-6%,19%,-9,.,.,-9%,2%
O=C(NCCN1C(=O)C2C3C=CC(C3)C2C1=O)Nc1cccnc1 (centres undefined),359%[activator],-11%,19%,-2%,4,-7%,-1%,-13%,-3%
CC(C)/C=N/NC(=O)c1ccc(Cl)cc1,1%,-11%,-7%,4%,0,48%,-6%,?,18%
CCN(C(=O)Nc1cn(CC(C)C)c(=O)c2ccccc12)c1cc(C)ccc1C,-7%,-12%,-29%,-1%,-9,2%,-14%,-29%,.
Cc1[nH]n(-c2ccccc2)c(=O)c1/C=N/N(C)c1ccccc1,?,-17%,-9%,.,7,5%,-11%,-48%,-1%
C#CCOc1ccc(Cl)cc1/C=N/O,13%,9%,-2%[60.1 µM],.,-4,0%,-23%,-16%,-4%
Cc1ccc(C(=O)OCC(=O)N2CC(C)CC(C)C2)cc1S(=O)(=O)N1CCOCC1 (centres undefined),2%,4%,-8%,6%,-4,0%,-15%,-4%,-14%

Of the compounds above, 2 contain bromine:
SMILES,12-LOX inh,Pol eta inh,POLK inh,ERG-DNA inh,LDHA inh,Pol beta inh,Anesthetic bind,RGS4 inhibitor,APEX1 inh
O=C(OCC(=O)N1CCOCC1)c1ccccc1Br,-8%,-13%,-5%,-5%,-2,30%,-7%,-8%,19%
CC(=O)Nc1ccc(C)cc1-c1nc2ccccc2n(Cc2cccc(Br)c2)c1=O,0%,-17%,-3%,0%,1,-9%,-8%,-2%,.

Later entries:
SMILES,12-LOX inh,Pol eta inh,POLK inh,ERG-DNA inh,LDHA inh,Pol beta inh,Anesthetic bind,RGS4 inhibitor,APEX1 inh
CCOC(=O)[C@@H]1[C@H]2COc3ccc(Br)cc3[C@@H]2N2C(=O)N(c3ccc(F)cc3)C(=O)[C@@]12C,-2%,-20%,-20%,-3%,-2,.,.,6%,-16%
O=C1CN(C(=O)CSc2nc3ccccc3c(=O)n2CC2CCCO2)c2ccccc2N1 (centres undefined),-9%,6%,-5%,-1%,-11,0%,-7%,10%,5%
O=C(C1CC(=O)N(C2CCCC2)C1)N1CCN(c2ccccc2)CC1 (centres undefined),.,-4%,-5%,-13%,-4,25%,-9%,-14%,15%
CNC(=O)c1ccc(Oc2ccc(C(=O)NC)cc2)cc1,-23%,-5%,-5%,5%,-4,15%,-2%,-12%,-2%

Screens: PubChem BioAssay, National Center for Advancing Translational Sciences (NCATS)
